High-throughput results from PubChem.
KCNQ2 inh = KCNQ2 potassium channel inhibitors, primary screen, cell-based, CHO-K1, FluxOR thallium flux, B-score (AID 2156); Potassium voltage-gated channel subfamily KQT member 2 (Rattus norvegicus), O88943; B-score at 10 µM; 20 min; active compounds read low; 1.1% of 310,000 active;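 active = fluorescence ratio B-score at most minus 3 library SDs, with starting brightness B-score within 2 library SDs, cut at about -5.5 in these data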
Target sequence (O88943 whole entry, looked up): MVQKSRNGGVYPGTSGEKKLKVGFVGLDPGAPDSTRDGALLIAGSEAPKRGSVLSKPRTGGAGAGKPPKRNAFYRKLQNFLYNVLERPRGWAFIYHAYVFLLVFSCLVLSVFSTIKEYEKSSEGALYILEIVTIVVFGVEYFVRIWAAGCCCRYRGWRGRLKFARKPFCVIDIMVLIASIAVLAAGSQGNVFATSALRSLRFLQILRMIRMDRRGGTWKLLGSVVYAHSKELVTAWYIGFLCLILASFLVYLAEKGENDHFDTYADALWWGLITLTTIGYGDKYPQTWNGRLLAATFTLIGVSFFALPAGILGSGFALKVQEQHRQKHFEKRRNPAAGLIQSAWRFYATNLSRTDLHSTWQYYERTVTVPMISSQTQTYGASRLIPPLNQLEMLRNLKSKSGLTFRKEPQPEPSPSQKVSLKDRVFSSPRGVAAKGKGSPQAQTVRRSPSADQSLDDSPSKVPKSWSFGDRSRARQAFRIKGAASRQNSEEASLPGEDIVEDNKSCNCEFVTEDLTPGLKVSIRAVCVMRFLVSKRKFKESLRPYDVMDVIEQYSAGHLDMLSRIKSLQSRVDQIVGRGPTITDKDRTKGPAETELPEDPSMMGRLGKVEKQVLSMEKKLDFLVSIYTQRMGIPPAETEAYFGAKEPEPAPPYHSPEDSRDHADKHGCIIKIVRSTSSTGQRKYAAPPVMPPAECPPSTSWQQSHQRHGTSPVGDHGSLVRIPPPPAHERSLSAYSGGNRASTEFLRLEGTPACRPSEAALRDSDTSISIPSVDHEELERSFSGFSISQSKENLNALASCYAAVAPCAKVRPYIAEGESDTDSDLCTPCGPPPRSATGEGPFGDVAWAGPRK
CHT inh = inhibitors of human choline transporter CHT; High affinity choline transporter 1 (Homo sapiens), Q9GZV3; CHT-expressing cells, membrane potential dye, choline response; active compounds read low; B-score at 10 µM; 0.86% of 310,000 active; AID 488975, 2010;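 active = B-score over 3 SD under the library average, and starting fluorescence ratio not unusually high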;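 also: choline stimulus applied at its EC90 after an EC20 pre-addition; B-score computed on integrated fluorescence ratio after choline addition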
Kir21 inh = inhibitors of mouse Kir2.1 inward-rectifier potassium channel. 0.85% of 310,000 active. AID 1672, 2009. HEK293-Kir2.1, FluxOR thallium flux fluorescence; active compounds read low. B-score at 10 µM;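 active = fluorescence ratio B-score at or below minus 3 SD of library scores, with starting-brightness B-score within 2 SD, cut at about -4.2 in these data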;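 also: channel flux triggered by added potassium and thallium sulfate stimulus; B-score of peak minus minimum fluorescence over baseline after thallium stimulus; more negative B-score means stronger Kir2.1 block with less thallium influx; some compounds called inactive have numbers as strong as hits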
* hit, by the source's call; i = inactive; nt = not tested or not shown.

SMILES | KCNQ2 inh | CHT inh | Kir21 inh
CSc1nc2c(c(=O)n1-c1ccccc1)SCC2 | i | i | 0.22
CC1CCCC(C)N1C(=C(Cl)Cl)C(=C1SCCS1)[N+](=O)[O-] (stereo unspecified) | i | i | -2.2
COc1cc2c(cc1OC)C1Cc3ccc(OC)c(OC)c3C[N+]1([O-])CC2 (stereo unspecified) | i | i | 1.6
Cc1cc(O)c(NC(=O)c2ccco2)cc1C | i | i | -1.6
O=C(/C=C/c1ccc(F)cc1)NC(=S)N1CCOCC1 | i | i | -0.03
CC1Oc2ccccc2C=C1/C=N/NC(=O)c1ccncc1 (stereo unspecified) | i | i | -0.08
COc1cc(/C(C)=N/NC(=O)CSc2nnc(C)s2)ccc1O | i | i | 0.05
O=C(Nc1nnc(-c2ccc(Br)cc2)o1)c1ccco1 | i | i | 2
CCN1CCN(C(=O)c2ccc(N3CC4CC(C3)c3cccc(=O)n3C4)c([N+](=O)[O-])c2)CC1 (stereo unspecified) | i | i | 0.53
Cc1ccc(NC(=O)N(Cc2ccco2)C(C)c2ccco2)cc1C (stereo unspecified) | -5.9* | i | -0.52
COc1cc(CC(NC(C)=O)C(=O)NC2CCN(c3c4c(nc5ncnn35)CCC4)CC2)cc(OC)c1 (stereo unspecified) | i | i | 0.74
O=C(O)COc1ccc2c(c1)CCCC2 | i | i | -0.39
Cc1cccc(NC(=O)CCc2nnc3ccc(N4CCC(C)CC4)nn23)n1 | i | i | 1.6
O=C(N/N=C/c1ccncc1)c1cc([N+](=O)[O-])cc([N+](=O)[O-])c1 | i | i | 0.23
CCOC(=O)c1cnn(CCOC(=O)C2CC2)c1NC(=O)C1CC1 | i | i | 0
O=C(CNS(=O)(=O)c1ccccc1)Nc1cccc([N+](=O)[O-])c1 | i | i | 0.08
COc1cc2nc(CN(C)Cc3ccc(C(C)(C)C)cc3)[nH]c(=O)c2cc1OC | i | i | -0.17
COc1ccc(C(=O)Nc2c(N)nc(SCC(=O)Nc3ccc(C(C)=O)cc3)[nH]c2=O)cc1 | i | i | 0.28
N#Cc1cc([N+](=O)[O-])c(-n2nnc3ccccc32)c([N+](=O)[O-])c1 | -5.7* | i | -0.09
C=CCSc1nc(N)cc(=O)[nH]1 | i | i | -0.09
COc1ccc(-c2cc(CNS(=O)(=O)c3ccc(NC(C)=O)cc3)on2)cc1 | i | i | -0.16
O=[N+]([O-])c1ccccc1OC/C(=N\O)c1ccccc1 | i | i | -1.9
CS(=O)(=O)N(CC(=O)N1CCN(Cc2ccc3c(c2)OCO3)CC1)c1ccc2c(c1)OCO2 | i | i | -0.02
O=C(NC1CCCC1)c1cc(-c2ccccc2)on1 | i | i | 0.09
O=C(O)CCNC(=O)c1cncc(Br)c1 | i | i | -1.3
SMILES | KCNQ2 inh | CHT inh | Kir21 inh
COc1cccc2cc(-c3ccnc(=S)[nH]3)oc12 | i | i | -0.83
O=C(COc1ccc(Cl)cc1)OCC(=O)N1CCCc2ccccc21 | i | i | 1.2
COc1ccc(/C(N)=N/OC(=O)CSc2ccccc2)cc1 | i | i | 0.05
C=C1CCC[C@]2(C)C[C@H]3OC(=O)C(CNCC(OC)OC)[C@H]3CC12 (stereo partly specified) | i | i | 1.1
O=C(Nc1cccc2c1CCCC2)c1cccc(F)c1 | i | i | 0.8
CN(C)/C=C(\C#N)S(=O)(=O)c1ccc(Cl)cc1 | -6.8* | i | 0.79
COc1ccc(-c2cccc(C(=O)Nc3cccc(C(=O)O)c3)c2)cc1 | i | i | 0.09
Cc1ccc(C)c(OCC(=O)N/N=C\c2cccn2C)c1 | i | i | 0.19
Cc1ccc(N(Cc2cc3ccccc3[nH]c2=O)C(=O)c2cccs2)cc1 | i | i | -0.88
N#Cc1cc(Oc2cccnc2)c(Oc2cccnc2)cc1C#N | i | i | 0.51
Cc1ccc(S(=O)(=O)Nc2ccc(N3CCN(C)CC3)nc2)cc1 | i | i | -1.6
C=CCOc1ccc(/C=C/C(=O)OCC(=O)NCCCc2ccccc2)cc1 | i | i | 0.19
O=C(NCCCN1CCOCC1)c1c(O)c2ccccc2[nH]c1=O | i | i | 0.15
COC(=O)c1cc(=O)n2c(-c3ccc(OC)cc3)csc2n1 | i | i | -0.02
COc1ccc(S(=O)(=O)NCc2ccc3c(c2)OCO3)cc1OC | i | i | 2.2
CCOc1ncccc1C(=O)OCC(=O)NCCc1ccc(OC)cc1 | i | i | -0.39
CC(C)NC(=O)c1cccc(C(F)(F)F)c1 | i | i | 0.55
Cc1ccc(C(C)(C)C)c(OCCCCN2CCCC2)c1 | i | i | 0.26
COc1cc(/C=N/NC(=O)CCOc2ccccc2C)cc(Br)c1O | i | i | 1.9
CS(=O)(=O)N1CCC(C(=O)Nc2ccccc2)CC1 | i | i | 1.9
Cc1cc(Cl)cc2sc(NC(=O)C3CC3)nc12 | i | i | 2.2
CCOC(=O)c1ccc(NC(=O)c2nc[nH]c2C(=O)N2CCN(C(=O)OC(C)(C)C)CC2)cc1 | i | nt | 1.1
CCCCc1c(O)nc(N2CCN(Cc3ccccc3)CC2)[nH]c1=O | i | i | 2
CCSc1nnc(Cc2cc(=O)[nH]c(=O)[nH]2)n1-c1cc(C)ccc1C | i | i | 0.96
COc1ccc(OC)c(NC(=O)c2nnn(CC(=O)Nc3ccc4c(c3)OCO4)c2N)c1 | i | i | -1.1
SMILES | KCNQ2 inh | CHT inh | Kir21 inh
CC(C)S(=O)(=O)c1cnc(-c2ccccn2)nc1N | i | i | -0.42
CC(C(=O)Nc1ccc(Cl)cc1)N1C(=O)NC2(CCCC2)C1=O (stereo unspecified) | i | i | -0.39
O=C(NCc1ccc(F)cc1)C1CCCN1C(=O)Nc1ccc(Cl)cc1 (stereo unspecified) | i | i | -1
Cc1cccc2cc(CN(CC3CCCO3)S(=O)(=O)c3ccccc3)c(=O)[nH]c12 (stereo unspecified) | i | i | 0.25
O=C(Oc1ccc(=O)n(-c2ccccc2)n1)c1cccc(Cl)c1 | i | i | -3.4
CCC(C)[C@H](NC(=O)C1CC(=O)N(c2ccc(OC)cc2)C1)C(=O)N1CCCCC1 (stereo partly specified) | i | i | -1.1
O=C(NCC1CCCO1)C1CCCN(S(=O)(=O)c2ccc(F)cc2)C1 (stereo unspecified) | i | i | -0.9
C=CCN(c1ccccc1OC)S(=O)(=O)c1ccc(Cl)c(C(=O)Nc2ccc(N3CCOCC3)cc2)c1 | i | i | 0.37
Cc1cccc(NC(=O)CN2C(=O)S/C(=C\c3cc(C)n(C)c3C)C2=O)c1 | i | i | 2
CCOc1cc(/C=C(/C#N)c2nc3ccccc3[nH]2)ccc1OCc1ccc(C(=O)O)o1 | i | i | 0.52
CCc1ccc2c(c1)cc(C)c1nnc(SCC(=O)Nc3cc(OC)c(OC)cc3C(=O)O)n12 | i | i | -0.2
O=C(C[n+]1cccc(/C=N/O)c1)N(Cc1ccccc1)Cc1ccccc1 | i | i | -0.87
CCN(CC)C(=O)CN(C#N)c1nc(C)cc(C)n1 | i | i | -0.27
NS(=O)(=O)c1ccc(CCNC(=O)c2ccc3ccccc3n2)cc1 | i | i | -0.02
CCOc1ccc2nc(-c3ccccc3)nc(SCC(=O)Nc3ncc(C)s3)c2c1 | i | i | 0.4
Cc1oc(-c2ccccc2F)nc1CSCC(=O)NC1CCC(C)CC1 (stereo unspecified) | i | i | -4.1
COc1ccc(N(C)S(=O)(=O)c2cccc(C(=O)Nc3cc(OC)ccc3OC)c2)cc1 | i | i | -0.04
Cc1cc(C)c(C(=O)O)c(Cl)n1 | i | i | -1.6
Clc1ccc(-c2cc(C3CCNCC3)[nH]n2)c(Cl)c1 | i | i | -13*
Cc1oc2c(c1C(=O)NCCO)CCCC2 | i | i | 0.29
Cc1ccc(NC(=O)CNc2cccc(S(=O)(=O)N3CCCCC3)c2)cc1F | i | i | -3.2
O=C(Cc1ccccc1)NNC1CC(=O)N(c2ccccc2)C1=O (stereo unspecified) | i | i | 1.1
COc1cc(OC)cc(C(=O)NC(=S)N2CCCCC2c2cccnc2)c1 (stereo unspecified) | i | i | 0.68
CC(=O)Nc1ccc(NC(=O)Cn2cnc3c(cnn3C(C)(C)C)c2=O)cc1 | i | i | -1.3
COC(=O)c1ccc(NC(=O)C(C)N2C(=O)c3ccccc3C2=O)cc1 (stereo unspecified) | i | i | 1.2
SMILES | KCNQ2 inh | CHT inh | Kir21 inh
C/C(=N\NC(=O)CCc1c(C)n[nH]c1C)c1ccc([N+](=O)[O-])cc1 | i | i | 1.6
CCN1CCN(CCCNC(=O)CN2C(=O)c3cccnc3Oc3ccc(Cl)cc32)CC1 | i | i | 0.05
C=CCN1C(=O)CSc2ccc(C(=O)NC(C)c3ccccc3)cc21 (stereo unspecified) | i | i | -1.6
COc1cccc(OCc2cc(/C=N/n3cncn3)ccc2OC)c1 | i | i | 0.81
CCn1cnc2c1c(=O)n(CC(=O)N1CCc3ccccc31)c(=O)n2Cc1ccccc1 | i | i | 0.69
CC(=O)Oc1ccc(C(=O)c2ccccc2)c(OC(C)=O)c1 | i | i | -0.71
CC(C)Oc1ccc2nnnn2n1 | i | i | 0.54
Cc1ccc(S(=O)(=O)N2CCCOC2CNC(=O)C(=O)NCc2ccccc2C)cc1 (stereo unspecified) | i | i | -1.7
C=CCNC(=O)/C(C#N)=C/c1c(N(Cc2ccccc2)Cc2ccccc2)nc2ccccn2c1=O | i | i | -0.78
Cc1cccc(OCCCCNCc2ccccc2)c1 | i | i | -1.9
Cc1nc2cc(S(=O)(=O)N3CCC(C(=O)O)CC3)ccc2n1C1CCCC1 | i | i | 0.62
c1ccc(Oc2ncnc3oc(-c4ccccc4)cc23)cc1 | i | i | -0.09
NS(=O)(=O)c1ccc(NC(=O)/C=C/c2cn(-c3ccccc3)nc2-c2cccc(Cl)c2)cc1 | i | i | 2.6
CSCC(O)Cn1ncc2ccccc2c1=O (stereo unspecified) | i | i | -2.5
Cc1ccc(C(=O)COC(=O)CNC(=O)C(c2ccccc2)c2ccccc2)cc1[N+](=O)[O-] | i | i | 1.3
O=C(CSc1nnc(-c2ccncc2)o1)Nc1cccc(F)c1 | i | i | 1.5
Cc1cccn2cc(CCNC(=O)c3ccco3)nc12 | i | i | 0.23
Cc1cccc(N=Cc2c(O)cc(C)oc2=O)c1 | i | i | -0.17
Nc1ccc(Oc2ccc(F)cc2)nc1 | i | i | -1.2
Cc1c(C(=O)N2c3ccccc3Sc3ccccc32)cccc1[N+](=O)[O-] | i | i | -0.64
N#Cc1cccc(S(=O)(=O)NCC(=O)NCCCc2ccccc2)c1 | i | i | 0.57
COC(=O)c1ccccc1NC(=O)Cn1c(=O)n(Cc2ccccc2)c(=O)c2c(C)c(C)sc21 | i | i | 0.56
COc1cc2[nH]c3c(=O)n(N)c(=O)[nH]c3c2cc1OC | i | i | 0.05
COc1ccc(CCNC(=O)CSc2nccc(=O)[nH]2)cc1OC | i | i | 0.73
CC1SCC(=NOCc2c(Cl)cccc2Cl)CS1 (stereo unspecified) | i | i | -0.86
SMILES | KCNQ2 inh | CHT inh | Kir21 inh
COC(=O)c1sccc1NC(=O)c1ccc(OC)cc1OC | i | i | 0.38
CCCNC(=O)Nc1ccccc1C(=O)Nc1ccc(OC)cc1 | i | i | 0.23
O=C(CN1CCN(S(=O)(=O)N2CCCCC2)CC1)Nc1cc(Cl)cc(Cl)c1 | i | i | 0.62
Fc1ccccc1N1CC(c2ccccc2)C(c2cccs2)=N1 (stereo unspecified) | i | i | 1.9
CCCCn1c(N)c(N(CC(C)C)C(=O)c2ccc(F)c(S(=O)(=O)N3CCOCC3)c2)c(=O)[nH]c1=O | i | i | -2.6
N=C1/C(=C\c2ccc(-c3cccc(C(=O)O)c3)o2)C(=O)N=C2SC=C(c3ccccc3)N12 | i | i | -1.8
CCOc1cc(C(=O)OCc2ccc(C(=O)OC)o2)cc(Br)c1OC | i | i | 3
O=C(c1cc2ncccn2n1)N1CCc2c([nH]c3ccccc23)C1c1ccccc1F (stereo unspecified) | i | i | 1.4

Nothing new here: 14 of the compounds above.
SMILES | KCNQ2 inh | CHT inh | Kir21 inh
Cc1c(C(=O)N2c3ccccc3Sc3ccccc32)cccc1[N+](=O)[O-] | i | i | -0.64
N#Cc1cccc(S(=O)(=O)NCC(=O)NCCCc2ccccc2)c1 | i | i | 0.57
COC(=O)c1ccccc1NC(=O)Cn1c(=O)n(Cc2ccccc2)c(=O)c2c(C)c(C)sc21 | i | i | 0.56
COc1cc2[nH]c3c(=O)n(N)c(=O)[nH]c3c2cc1OC | i | i | 0.05
COc1ccc(CCNC(=O)CSc2nccc(=O)[nH]2)cc1OC | i | i | 0.73
CC1SCC(=NOCc2c(Cl)cccc2Cl)CS1 (stereo unspecified) | i | i | -0.86
COC(=O)c1sccc1NC(=O)c1ccc(OC)cc1OC | i | i | 0.38
CCCNC(=O)Nc1ccccc1C(=O)Nc1ccc(OC)cc1 | i | i | 0.23
O=C(CN1CCN(S(=O)(=O)N2CCCCC2)CC1)Nc1cc(Cl)cc(Cl)c1 | i | i | 0.62
Fc1ccccc1N1CC(c2ccccc2)C(c2cccs2)=N1 (stereo unspecified) | i | i | 1.9
CCCCn1c(N)c(N(CC(C)C)C(=O)c2ccc(F)c(S(=O)(=O)N3CCOCC3)c2)c(=O)[nH]c1=O | i | i | -2.6
N=C1/C(=C\c2ccc(-c3cccc(C(=O)O)c3)o2)C(=O)N=C2SC=C(c3ccccc3)N12 | i | i | -1.8
CCOc1cc(C(=O)OCc2ccc(C(=O)OC)o2)cc(Br)c1OC | i | i | 3
O=C(c1cc2ncccn2n1)N1CCc2c([nH]c3ccccc23)C1c1ccccc1F (stereo unspecified) | i | i | 1.4
